Yp Topo-I inh = inhibitors of Yersinia pestis topoisomerase I; Y. pestis Topo-I cleavage product accumulation, plate reader; activity, % at 10 µM; actives 0.064% (n = 360,000); AID 504884; in the data active = activity above about 50%, passing the limit was not always enough; inconclusive = no clear call, values can overlap the other calls; note: inactives centre near 2
BoNT-A LC inh2 = blocks Botulinum neurotoxin A light chain protease; multiplex microsphere protease substrate cleavage, flow cytometry; inhibition, % at 10 µM; actives 0.17% (n = 360,000); AID 588499; note: plate controls were buffer without enzyme for full effect and enzyme alone for no effect
TcdB GH inh = TcdB glycohydrolase inhibition. TcdB glycohydrolase enzymatic assay, plate reader. inhibition, % at 9.99 µM. actives 0.24% (n = 350,000); in the data active = inhibition above about 10%
Target sequence (P18177 whole entry, looked up): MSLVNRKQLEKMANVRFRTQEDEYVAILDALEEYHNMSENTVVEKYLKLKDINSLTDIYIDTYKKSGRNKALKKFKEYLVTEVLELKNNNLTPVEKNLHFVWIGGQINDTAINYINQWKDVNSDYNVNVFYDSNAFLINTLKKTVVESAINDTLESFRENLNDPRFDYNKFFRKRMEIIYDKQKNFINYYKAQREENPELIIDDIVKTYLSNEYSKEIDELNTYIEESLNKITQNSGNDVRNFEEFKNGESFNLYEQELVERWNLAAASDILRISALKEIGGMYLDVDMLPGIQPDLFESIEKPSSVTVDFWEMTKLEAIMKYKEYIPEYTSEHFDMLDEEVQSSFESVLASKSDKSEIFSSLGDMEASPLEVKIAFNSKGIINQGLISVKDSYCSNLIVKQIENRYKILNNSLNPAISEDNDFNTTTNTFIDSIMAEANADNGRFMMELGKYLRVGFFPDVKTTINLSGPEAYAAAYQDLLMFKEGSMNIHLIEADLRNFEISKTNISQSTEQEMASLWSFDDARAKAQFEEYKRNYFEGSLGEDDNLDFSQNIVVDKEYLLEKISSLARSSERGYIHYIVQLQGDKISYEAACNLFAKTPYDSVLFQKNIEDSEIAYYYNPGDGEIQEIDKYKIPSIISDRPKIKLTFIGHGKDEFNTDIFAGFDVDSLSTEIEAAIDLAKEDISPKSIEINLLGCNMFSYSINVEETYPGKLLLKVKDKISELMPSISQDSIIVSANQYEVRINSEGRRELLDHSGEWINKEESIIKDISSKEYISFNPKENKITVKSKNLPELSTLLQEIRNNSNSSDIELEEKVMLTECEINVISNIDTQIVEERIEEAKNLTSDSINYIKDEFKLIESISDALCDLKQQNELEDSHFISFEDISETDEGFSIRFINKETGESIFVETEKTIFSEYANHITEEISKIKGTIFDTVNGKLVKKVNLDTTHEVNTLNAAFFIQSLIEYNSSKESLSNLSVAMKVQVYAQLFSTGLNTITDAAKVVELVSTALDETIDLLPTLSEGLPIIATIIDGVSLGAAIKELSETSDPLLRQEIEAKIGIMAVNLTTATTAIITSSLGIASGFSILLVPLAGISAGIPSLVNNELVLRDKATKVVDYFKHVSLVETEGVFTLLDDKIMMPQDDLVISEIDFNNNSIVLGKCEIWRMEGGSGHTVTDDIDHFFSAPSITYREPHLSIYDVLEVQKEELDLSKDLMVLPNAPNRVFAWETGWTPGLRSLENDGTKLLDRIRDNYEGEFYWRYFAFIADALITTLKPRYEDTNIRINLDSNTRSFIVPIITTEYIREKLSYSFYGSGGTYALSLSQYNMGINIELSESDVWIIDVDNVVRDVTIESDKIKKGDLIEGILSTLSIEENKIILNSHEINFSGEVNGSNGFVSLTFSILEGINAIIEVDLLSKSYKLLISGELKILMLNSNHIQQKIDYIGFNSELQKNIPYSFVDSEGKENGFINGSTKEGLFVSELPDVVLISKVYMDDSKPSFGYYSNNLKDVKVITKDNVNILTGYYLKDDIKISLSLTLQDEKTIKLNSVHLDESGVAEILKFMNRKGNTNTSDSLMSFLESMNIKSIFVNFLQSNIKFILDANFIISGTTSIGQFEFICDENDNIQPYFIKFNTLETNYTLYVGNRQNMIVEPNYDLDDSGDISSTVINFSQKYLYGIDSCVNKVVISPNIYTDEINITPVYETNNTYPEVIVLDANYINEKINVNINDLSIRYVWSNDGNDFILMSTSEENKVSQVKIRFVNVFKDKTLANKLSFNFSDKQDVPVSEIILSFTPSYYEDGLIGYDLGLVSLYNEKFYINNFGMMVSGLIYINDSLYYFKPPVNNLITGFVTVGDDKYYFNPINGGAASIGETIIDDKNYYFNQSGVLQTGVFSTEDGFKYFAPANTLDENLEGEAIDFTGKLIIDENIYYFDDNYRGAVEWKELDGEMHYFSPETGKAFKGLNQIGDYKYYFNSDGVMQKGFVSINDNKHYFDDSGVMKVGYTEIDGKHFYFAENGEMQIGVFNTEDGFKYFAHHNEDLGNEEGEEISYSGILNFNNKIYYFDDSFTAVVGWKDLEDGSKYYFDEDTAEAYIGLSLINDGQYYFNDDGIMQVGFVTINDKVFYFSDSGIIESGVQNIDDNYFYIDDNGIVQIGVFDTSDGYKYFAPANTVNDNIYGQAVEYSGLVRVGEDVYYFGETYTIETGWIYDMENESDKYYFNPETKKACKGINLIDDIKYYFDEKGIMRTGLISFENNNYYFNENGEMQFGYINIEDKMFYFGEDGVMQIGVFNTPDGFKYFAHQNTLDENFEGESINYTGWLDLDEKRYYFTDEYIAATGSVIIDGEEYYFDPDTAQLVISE
PfHsp40 rescue = restores yeast growth despite PfHsp40 toxicity; S. cerevisiae expressing PfHsp40, growth rescue, ATP luminescence; growth rescue, % at 12.5 µM; AID 504582; actives 0.68% (n = 340,000); in the data active = growth rescue above about 28%, passing the limit was not always enough; inconclusive = no clear call, values can overlap the other calls;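 note: yeast W303a lacking pdr1 and pdr3 grown in galactose medium; growth measured after three days at 30 °C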
Vc quorum ag = induces V. cholerae light production without autoinducers; activation, % at 18.7 µM; V. cholerae BH1578 lux reporter, luminescence, 6 h; AID 588436; actives 0.16% (n = 350,000); in the data active = activation mostly above about 9.7%, no sharp cut-off; inconclusive = no clear call, values can overlap the other calls; inactive = mostly below about 3.7%; note: not every result past the cut was called active; inactives centre near 0; reference of the scale not given here
Anthrax LF prot = inhibitors of Bacillus anthracis lethal factor protease. P15917. multiplex microsphere protease cleavage assay, LF. inhibition, % at 10 µM. actives 0.12% (n = 360,000). AID 588501; note: plate controls were buffer without enzyme for full effect and enzyme alone for no effect
PrPC TRFRET = reduces human prion protein on the cell surface. P04156. cell surface PrPC, TR-FRET read-out. inhibition, % at 13.8 µM. actives 0.43% (n = 370,000). AID 720596; in the data active = inhibition above about 24%; note: 0% = median of the test wells and 100% = reference compound wells
3CLpro inhibitor = SARS-CoV 3CLpro protease inhibition. P0C6X7. recombinant SARS-CoV 3CLpro, quenched FRET peptide cleavage. inhibition, % at 6 µM. actives 0.14% (n = 290,000). AID 1706; in the data active = inhibition above about 12%
SSB-PriA inh = inhibitors of Klebsiella pneumoniae PriA binding to SSB C-terminal tail. inhibition, % at 33 µM. actives 0.6% (n = 430,000). AID 1272365. AlphaScreen SSBct-PriA binding, biotinylated peptide; in the data active = inhibition mostly above about 37%, no sharp cut-off; inactive = mostly below about 20%;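 note: plate controls were negative control peptide for no effect and reference peptide for full effect; strong numbers were not always called active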
Active calls of the source: *. Cut-off read from the data, not from the text of the source, unless noted: active = inhibition above about 30%; inconclusive = no clear call, values can overlap the other calls; inactive = below that.

`Cn1cnc([N+](=O)[O-])c1Nc1ccc(O)cc1` gave Yp Topo-I inh -9, BoNT-A LC inh2 -0.3, PfHsp40 rescue -1.5, Anthrax LF prot -2, PrPC TRFRET -13, 3CLpro inhibitor -1 and SSB-PriA inh 8.
For Nc1cc(S(=O)(=O)Nc2cc(Cl)ccc2Cl)ccc1N1CCCC1 the results were Yp Topo-I inh 3, BoNT-A LC inh2 0.3, TcdB GH inh -6.5, PfHsp40 rescue -0.2, Vc quorum ag inactive, Anthrax LF prot 6, PrPC TRFRET -7, 3CLpro inhibitor 4 and SSB-PriA inh 24.
Screening C#CCOCCOCCOCCNc1nc(N2CCN(C(=O)[C@H](C(C)C)n3cc(CCO)nn3)CC2)nc(N2CCN(C(=O)[C@H]([C@@H](C)CC)n3cc(CCCCN)nn3)CC2)n1 returned Yp Topo-I inh inconclusive, BoNT-A LC inh2 -0.2, TcdB GH inh 0.5, PfHsp40 rescue -1.0, Vc quorum ag -0.8, Anthrax LF prot -9, PrPC TRFRET -7, 3CLpro inhibitor -3 and SSB-PriA inh -13.
O=C(COC(=O)/C=C/c1ccccc1)NCc1ccc(Cl)cc1 was read as Yp Topo-I inh 20, BoNT-A LC inh2 0.6, PfHsp40 rescue -0.7, Vc quorum ag inactive, Anthrax LF prot 1, PrPC TRFRET -1, 3CLpro inhibitor 3 and SSB-PriA inh -7.
Screening COc1ccc(CN(C)CC(=O)Nc2ccccc2C(=O)NC2CC2)cc1OC returned Yp Topo-I inh 2, BoNT-A LC inh2 1.5, TcdB GH inh -3.1, PfHsp40 rescue -1.1, Vc quorum ag -0.6, Anthrax LF prot -1, PrPC TRFRET 0 and SSB-PriA inh -4.
CCOC(=O)C1=C(N)Oc2cc(O)ccc2C1c1cccc(Cl)c1 (stereo not drawn) was read as Yp Topo-I inh -5, TcdB GH inh 1.9, PfHsp40 rescue 0.9, Vc quorum ag -0.4, PrPC TRFRET 4, 3CLpro inhibitor 2 and SSB-PriA inh 5.
`O=C1CCC(=O)N1CN(C(=O)c1ccco1)c1ccc(Cl)c(Cl)c1` gave Yp Topo-I inh 9, BoNT-A LC inh2 0.2, PfHsp40 rescue -0.1, Vc quorum ag inactive, Anthrax LF prot -1, PrPC TRFRET 4, 3CLpro inhibitor -5 and SSB-PriA inh -8.
Screening O=C(NCC1CCCN1S(=O)(=O)c1cccs1)C(=O)Nc1ccccc1 (stereo not drawn) returned Yp Topo-I inh 6, BoNT-A LC inh2 -2.6, TcdB GH inh 2.0, PfHsp40 rescue -1.3, Vc quorum ag inactive, Anthrax LF prot -2, PrPC TRFRET 7 and SSB-PriA inh 1.
For CCOC(=O)N1CCN(C(=O)C(C)NC(=O)c2ccco2)CC1 (stereo not drawn) the results were Yp Topo-I inh 3, BoNT-A LC inh2 0.9, TcdB GH inh 2.8, PfHsp40 rescue 1.1, Vc quorum ag 0.9, Anthrax LF prot -6, PrPC TRFRET -1, 3CLpro inhibitor -1 and SSB-PriA inh -7.
Screening Cc1ccc(C(=O)Nc2ccccc2N2CCCCC2)cc1S(=O)(=O)N1CCOCC1 returned Yp Topo-I inh 18, TcdB GH inh -3.1, PfHsp40 rescue 2.6, Vc quorum ag inactive, PrPC TRFRET -5 and SSB-PriA inh -4.
CC1Cc2ccccc2N1C(=O)CN1C(=O)NC2(CCCCC2)C1=O (stereo not drawn) was read as Yp Topo-I inh 8, BoNT-A LC inh2 -1.7, TcdB GH inh 1.1, PfHsp40 rescue -0.6, Vc quorum ag -0.9, Anthrax LF prot -9, PrPC TRFRET 3 and SSB-PriA inh -1.
`Cc1ccc(C)n1-c1ccc(C(=O)N2CCC(C(N)=O)CC2)cc1` gave Yp Topo-I inh -9, BoNT-A LC inh2 -0.1, TcdB GH inh -0.5, PfHsp40 rescue -0.2, Vc quorum ag inactive, Anthrax LF prot -5, PrPC TRFRET 4, 3CLpro inhibitor -2 and SSB-PriA inh 9.

5 structures already listed, sorted by formula weight, lowest first.
`Cc1ccc(C)n1-c1ccc(C(=O)N2CCC(C(N)=O)CC2)cc1` gave Yp Topo-I inh -9, BoNT-A LC inh2 -0.1, TcdB GH inh -0.5, PfHsp40 rescue -0.2, Vc quorum ag inactive, Anthrax LF prot -5, PrPC TRFRET 4, 3CLpro inhibitor -2 and SSB-PriA inh 9.
O=C(COC(=O)/C=C/c1ccccc1)NCc1ccc(Cl)cc1 was read as Yp Topo-I inh 20, BoNT-A LC inh2 0.6, PfHsp40 rescue -0.7, Vc quorum ag inactive, Anthrax LF prot 1, PrPC TRFRET -1, 3CLpro inhibitor 3 and SSB-PriA inh -7.
`O=C1CCC(=O)N1CN(C(=O)c1ccco1)c1ccc(Cl)c(Cl)c1` gave Yp Topo-I inh 9, BoNT-A LC inh2 0.2, PfHsp40 rescue -0.1, Vc quorum ag inactive, Anthrax LF prot -1, PrPC TRFRET 4, 3CLpro inhibitor -5 and SSB-PriA inh -8.
Screening COc1ccc(CN(C)CC(=O)Nc2ccccc2C(=O)NC2CC2)cc1OC returned Yp Topo-I inh 2, BoNT-A LC inh2 1.5, TcdB GH inh -3.1, PfHsp40 rescue -1.1, Vc quorum ag -0.6, Anthrax LF prot -1, PrPC TRFRET 0 and SSB-PriA inh -4.
Screening Cc1ccc(C(=O)Nc2ccccc2N2CCCCC2)cc1S(=O)(=O)N1CCOCC1 returned Yp Topo-I inh 18, TcdB GH inh -3.1, PfHsp40 rescue 2.6, Vc quorum ag inactive, PrPC TRFRET -5 and SSB-PriA inh -4.

(further entries)
`Cc1ccc(NC2CCCN(C(=O)CN3C(=O)CSC3=O)C2)cc1C` (stereo not drawn) gave Yp Topo-I inh -3, BoNT-A LC inh2 -2.0, TcdB GH inh -0.5, PfHsp40 rescue -0.9, Vc quorum ag inactive, Anthrax LF prot -1, PrPC TRFRET 6, 3CLpro inhibitor 2 and SSB-PriA inh 2.
O=C(Cn1c(NCCO)nc2ccccc21)Nc1ccc2c(c1)OCCCO2 was read as Yp Topo-I inh 0, BoNT-A LC inh2 1.4, TcdB GH inh 0.9, PfHsp40 rescue 1.1, Vc quorum ag inactive, Anthrax LF prot -4, PrPC TRFRET 3 and SSB-PriA inh 7.
For CCCN1CCN(C(=O)CCCn2c(C)c3cnn(-c4ccccc4)c(=O)c3c2C)CC1 the results were Yp Topo-I inh 11, BoNT-A LC inh2 0.3, TcdB GH inh 1.7, PfHsp40 rescue -1.2, Vc quorum ag -0.4, Anthrax LF prot -2, PrPC TRFRET 0 and SSB-PriA inh 5.
COCCNC(=O)CCC1CCN(C/C=C/c2ccccc2OC)CC1 was read as Yp Topo-I inh 4, BoNT-A LC inh2 -1.3, TcdB GH inh -0.5, PfHsp40 rescue -0.5, Vc quorum ag -0.2, Anthrax LF prot -10, PrPC TRFRET -3, 3CLpro inhibitor -1 and SSB-PriA inh -20.
Screening CCOc1cc(C2C(C(=O)OC(C)C)=C(C)NC3=C2C(=O)CCC3)cc([N+](=O)[O-])c1O (stereo not drawn) returned Yp Topo-I inh -3, BoNT-A LC inh2 -1.0, TcdB GH inh -0.6, PfHsp40 rescue 0.1, Vc quorum ag -0.3, Anthrax LF prot 0, PrPC TRFRET 0, 3CLpro inhibitor 1 and SSB-PriA inh 4.
Screening CC(C)CNC(=O)C(=O)NCCCN1CCOCC1 returned Yp Topo-I inh -7, BoNT-A LC inh2 -1.0, TcdB GH inh 0.7, PfHsp40 rescue 0.9, Vc quorum ag 0.0, Anthrax LF prot 1, PrPC TRFRET 6, 3CLpro inhibitor 5 and SSB-PriA inh 1.
`Cc1ccc(S(=O)(=O)N2CCCN(S(=O)(=O)c3ccc(C)cc3)CC2)cc1` gave Yp Topo-I inh 7, BoNT-A LC inh2 -1.8, PfHsp40 rescue 0.7, Vc quorum ag 11, Anthrax LF prot 3, PrPC TRFRET 1, 3CLpro inhibitor 3 and SSB-PriA inh -2.
For Cc1ccc2nc(SCC(=O)NCc3ccc(S(N)(=O)=O)cc3)[nH]c2c1 the results were Yp Topo-I inh -6, BoNT-A LC inh2 -0.1, TcdB GH inh 0.8, PfHsp40 rescue 0.9, Vc quorum ag -2.3, Anthrax LF prot -12, PrPC TRFRET 6, 3CLpro inhibitor 4 and SSB-PriA inh -10.
Screening NC(=O)C(CC(=O)O)NC(=O)[C@@H]1CCCNc2c(I)cc([N+](=O)[O-])cc2C(=O)N[C@@H](CO)C(=O)N[C@@H](Cc2ccc(O)cc2)C(=O)N1 (stereo partly drawn) returned Yp Topo-I inh -6, BoNT-A LC inh2 0.1, PfHsp40 rescue 0.0, Vc quorum ag 1.6, Anthrax LF prot -4, 3CLpro inhibitor 2 and SSB-PriA inh 9.
`O=C(NCc1cccnc1)c1ccc(S(=O)(=O)Nc2ccccc2)cc1` gave Yp Topo-I inh 5, BoNT-A LC inh2 3.8, TcdB GH inh 1.9, PfHsp40 rescue 0.7, Vc quorum ag inactive, Anthrax LF prot 3, PrPC TRFRET 4 and SSB-PriA inh -11.
`COc1cccc(C(=O)N2CCCC(Nc3ccc(C)c(C)c3)C2)c1` (stereo not drawn) gave Yp Topo-I inh 16, BoNT-A LC inh2 0.0, TcdB GH inh 0.7, PfHsp40 rescue -1.5, Vc quorum ag inactive, Anthrax LF prot 5, PrPC TRFRET 7, 3CLpro inhibitor 0 and SSB-PriA inh 16.
For O=C(c1ccc(S(=O)(=O)c2ccc(F)cc2)c([N+](=O)[O-])c1)N1CCCCCC1 the results were Yp Topo-I inh 19, BoNT-A LC inh2 -0.3, TcdB GH inh 0.0, PfHsp40 rescue 0.5, Vc quorum ag -1.1, Anthrax LF prot 1, PrPC TRFRET -6, 3CLpro inhibitor 5 and SSB-PriA inh 3.
O=C1OC(Oc2ccc(Br)cc2)(c2ccccc2)c2ccccc21 (stereo not drawn) was read as Yp Topo-I inh 8, BoNT-A LC inh2 0.0, TcdB GH inh 0.8, PfHsp40 rescue 6.0, Vc quorum ag inactive, Anthrax LF prot -4, PrPC TRFRET 0 and SSB-PriA inh -6.
`COc1ccc(OCC(=O)Nc2cc(-c3nn(C)c(=O)c4ccccc34)ccc2OC)cc1` gave Yp Topo-I inh 1, BoNT-A LC inh2 0.0, PfHsp40 rescue -0.2, Vc quorum ag 4.2, Anthrax LF prot -1, PrPC TRFRET -4, 3CLpro inhibitor 6 and SSB-PriA inh -3.
O=C(Nc1nc2ccc(S(=O)(=O)N3CCCC3)cc2s1)C1CCCO1 (stereo not drawn) was read as Yp Topo-I inh 1, PfHsp40 rescue 0.9, Vc quorum ag 0.0, PrPC TRFRET 2, 3CLpro inhibitor -2 and SSB-PriA inh -18.
`COc1ccc(Cc2c(C(C)(C)C)nc3cc(C)c(Br)c(C)n23)c(C)c1` gave BoNT-A LC inh2 1.1, TcdB GH inh 0.7, Anthrax LF prot -3 and PrPC TRFRET 7.
`COc1ccc(CC2(CO)CCN(CC3=CC[C@H]4C[C@@H]3C4(C)C)CC2)cc1` gave Yp Topo-I inh -4, BoNT-A LC inh2 0.6, TcdB GH inh 0.7, PfHsp40 rescue -1.1, Vc quorum ag -0.2, Anthrax LF prot 7, PrPC TRFRET 5, 3CLpro inhibitor -4 and SSB-PriA inh -5.
For Cc1cc(C)c(NC(=O)CSc2nc(=O)n(CCN3CCOCC3)c3c2CCCC3)c(C)c1 the results were Yp Topo-I inh 3, TcdB GH inh 2.6, PfHsp40 rescue -0.3, Vc quorum ag -0.5, PrPC TRFRET -2 and SSB-PriA inh 2.
Screening CCC1CCCCN1c1nc2c(C=O)c(C)nn2c2ccccc12 (stereo not drawn) returned Yp Topo-I inh 10, BoNT-A LC inh2 0.0, PfHsp40 rescue 0.7, Vc quorum ag 0.4, Anthrax LF prot 0, PrPC TRFRET 5, 3CLpro inhibitor -4 and SSB-PriA inh -71.
`COC1OC(O)C(NC(=O)C(F)(F)F)CC1O` (stereo not drawn) gave Yp Topo-I inh -3, BoNT-A LC inh2 0.4, TcdB GH inh -1.4, PfHsp40 rescue -1.4, Vc quorum ag -0.8, Anthrax LF prot 0, PrPC TRFRET -3 and SSB-PriA inh -10.

The list is partial, so the mix of outcomes need not match the whole.
